INS-1E GSIS act = GLuc luminescence reporter in INS-1E cells, primary screen for activators of glucose-dependent secretion of insulin. INS-1E GLuc reporter insulin secretion, 2-3 h. hit rate 0.61% among 370,000. AID 743287. activation, % at 16.6 µM;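 active = lowest replicate activation of at least 40%, so every replicate reaches that level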;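 also: 0% = median of neutral control wells and 100% = median of IBMX positive control wells; some compounds called inactive have numbers as strong as hits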
F508del corr = CFTR F508del correction in bronchial cells | CFBE cells, YFP halide quenching; stimulated with forskolin plus potentiator P3; % fluorescence drop versus neutral controls | activity (quench increase), % at 7.58 µM | hit rate 0.36% among 350,000 | AID 720511;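 active = mean added fluorescence quench of at least 8% versus neutral control, with both replicates also reaching 8%; inconclusive = only one of the mean or replicate conditions met; inactive = mean below 8% and not both replicates reaching 8%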;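 also: cells transiently co-express mutant CFTR-F508del with the halide-sensitive YFP; corrector assay measuring rescue of mutant channel to the surface after 24 h compound exposure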
PglD DTNB = PglD (C. jejuni) enzyme inhibition; purified PglD enzyme, DTNB colorimetric CoA detection; inhibition, % at 12.5 µM; hit rate 0.098% among 360,000; AID 602405; in the data active = inhibition above about 16%, passing the limit was not always enough; inconclusive = no clear call, values can overlap the other calls; also: strong numbers were not always called active
PGC1a acetyl inh = PGC1a acetylation modulation, inhibitor mode | U2OS PGC1a acetylation, AlphaScreen anti-acetyl-lysine; with virally co-expressed GCN5 acetyltransferase | inhibition, % at 15.6 µM | hit rate 0.17% among 350,000 | AID 651687;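 active = every replicate shows inhibition of at least 40%; inconclusive = mean inhibition at least 40% but some replicate below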;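 also: 0% = neutral control wells and 100% = positive control wells; some results beyond the cut were filed as inactive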
FN deposit inh = fibronectin deposition inhibition | AH1F fibroblasts, Alexa488-fibronectin deposition fluorescence, overnight | inhibition, % at 12.6 µM | hit rate 0.086% among 350,000;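 active = mean inhibition across replicates of 30% or more, regardless of how many single replicates reach that level; inconclusive = mean under 30% yet at least half of replicates reach 30%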;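 also: positive control wells lacked labelled fibronectin entirely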
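test system = AH1F fibroblasts assembling fluorescent fibronectin matrix | quantity = 10000 AH1F cells per well | buffer or medium = DMEM plus 2% serum, read in PBS | doses = single dose, pinned | incubation = 1 h cell attachment, overnight exposure to compound and label | detection = fluorescence at 485 nm excitation, 525 nm emission | read-out basis = inhibition from reduced deposited-fibronectin fluorescence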
Cneo AK release = Cryptococcus neoformans lysis via adenylate kinase release; C. neoformans lysis, adenylate kinase release luminescence, 4 h; normalised: neutral wells 0, clomiphene wells 100; lysis activity, % at 15 µM; hit rate 0.2% among 360,000;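 active = mean lysis activity across replicates of at least 80%, whatever share of replicates individually reach that level; inactive = mean lysis activity below 80%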
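Test system: log-phase Cryptococcus neoformans yeast cells. Input: 5 × 10^6 yeast cells/mL. Medium: fresh YPD growth medium. Doses: single dose. Incubation: static 4 h at 37 °C with compound, 1 h detection. Measured by: luminescent adenylate kinase detection reagent. Read-out: signal increase indicating cell lysis. Benchmarks: Clomiphene.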
miR-122 sensor = blocks miR-122 activity in Huh7 sensor cells. Huh7 miR-122 Renilla luciferase sensor, 48 h; neutral wells = 0, positive control = 100. activation (reporter increase), % at 12.5 µM. hit rate 0.3% among 340,000. AID 602342;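 active = mean replicate activation score at least 90 and every replicate individually at or above 90; inconclusive = only one of the two criteria met; inactive = neither criterion met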;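 also: higher luciferase means less miR-122 activity so hits act as miR-122 inhibitors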
Statin myotox sup = protects C2C12 myotubes from simvastatin toxicity; hit rate 0.78% among 330,000; rescue of ATP level, % at 7.49 µM; ATP luminescence, 48 h; scaled: DMSO 0, geranylgeraniol control 100;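 active = mean ATP rescue above about 67%, or every replicate alone reaching that limit, limit read from the data, passing the limit was not always enough; inconclusive = no clear call, values can overlap the other calls; inactive = mean under the limit and some replicate under it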;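 also: myotubes were challenged with 10 µM simvastatin during compound exposure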
The depositor's hits bear a star; ? = inconclusive; . = no result given; & = joins results of further samples; [ ] = another dose, or the depositor's remark.

SMILES	INS-1E GSIS act	F508del corr	PglD DTNB	PGC1a acetyl inh	FN deposit inh	Cneo AK release	miR-122 sensor	Statin myotox sup
CC(Nc1nc(-c2ccc(Cl)cc2)cs1)c1nc2cc(Cl)c(N3CCCCC3)cc2n1CCOCCO (stereo not drawn)	-5	0.2	-2	-1	0	1	0	0
CCCNc1nc2ccccc2n2c(C)nnc12	10	1.9	-2	1	7	6	-2	4
COc1ccc(-c2csc(Nc3cccnc3)n2)cc1OC	20	.	4	-6	8	5	-6	-68
Cn1c(=O)cc(Nc2ccccc2)[nH]c1=O	10	0.5	3	0	-2	3	1	2
O=C1CC(N2CCN(C/C=C/c3ccccc3)CC2)C(=O)N1CCc1ccccc1 (stereo not drawn)	-23	0.0	-1	-5	.	0	.	7
CN1C(=O)c2cc(NC(=O)c3ccccc3Cl)ccc2OC[C@H]2O[C@H](CC(=O)NCC(F)(F)F)CC[C@@H]21	6	.	7	.	-11	-2	.	0
O=c1oc(-c2cccs2)nc2sc3c(c12)CCCCC3	9	.	2	-5	-6	-1	3	-7
COc1ccccc1NC(=O)N1C[C@@H](O)COC[C@@H]2O[C@H](CC(=O)NCCc3ccccc3)CC[C@H]21	6	3.0	-2	-6	-2	-1	8[16.7 µM]	-3
COc1ccc(S(=O)(=O)Nc2ccc3c(c2)C(=O)N([C@H](C)CO)C[C@@H](C)[C@@H](CN(C)C(=O)C2CCCCC2)OCCCC[C@H](C)O3)cc1	-22	2.7	2	7	.	1	-3[16.7 µM]	.
O=C(NC[C@@H]1[C@@H](c2ccccc2)[C@H](CO)N1Cc1ccccn1)C1CC1	10	-5.4	15	11	.	9	-14[16.7 µM]	12
CCOc1ccc(OCC)c(NC(=O)C2COc3ccccc3O2)c1 (stereo not drawn)	.	.	-3	-9	1	-1	.	-2
O=C(Nc1ccc(OC(F)(F)F)cc1)c1cnccn1	-2	1.6	9	5	-9	7	-8	-7
CCOC(=O)N1CCN(Cc2nc(N)nc(Nc3ccc(C)cc3)n2)CC1	.	.	1	1	0	0	.	2
Cc1nnc(NC(=O)c2ccc(S(=O)(=O)N3CCCCC3C)cc2)o1 (stereo not drawn)	29	-1.2	-2	-5	.	-2	-5	5
COc1ccc(C2CC(c3ccc(Br)cc3)=NN2C(=O)CSC2=NN3CCCC(=O)N=C3S2)cc1 (stereo not drawn)	.	.	-5	-6	.	-1	-1	-10
CO[C@@H]1CN(C)C(=O)c2cc(NC(=O)NC(C)C)ccc2OC[C@@H](C)N(S(C)(=O)=O)C[C@@H]1C	2	-0.3	.	7	-17	.	.	.
COc1cc(-n2c(=O)c3ccccc3n(CC(=O)c3ccccc3)c2=O)cc(OC)c1OC	1	1.1	.	11	-5	.	.	.
Cc1ccc(-n2nc(C)c3c(C)c(CCC(=O)NCc4ccco4)c(C)nc32)cc1	.	-1.8	1	5	1	0	-1	-14
Cc1cc2nc3n(c2cc1C)CC1CC(C(=O)NCc2ccccc2)N(C)C31 (stereo not drawn)	-9	1.9	1	.	-11	0	-6	1
CN(C)CCN(C(=O)c1ccc2ccccc2c1)c1nc2cc3c(cc2s1)OCO3	-33	3.6	-2	-2	0	0	-5	-3
O=C(Oc1ccc(F)cc1)c1cccnc1	21	1.9	1	4	2	-1	-1	1
CCOC(=O)C1CCCN(C(=O)c2ccc(C)c(NC(=O)C3=C(C)OCCS3)c2)C1 (stereo not drawn)	2	-0.7	6	-3	2	-1	-7	-2
CO[C@H]1CC[C@@H]2CCN(C)C(=O)[C@H](C)[C@H](OC)CN(C)C(=O)c3cc(C#N)ccc3OC[C@H]1O2	4	2.1	1	16	-8	17	.	2
CCc1ccc(C(O)(CC(C)C)C(CN2CCOCC2)c2ccccc2)cc1 (stereo not drawn)	-26	-0.1	8	-29	-8	1	2	106*
Cc1ccc(S(=O)(=O)N(C)C[C@H]2Oc3cc(C#CC4CCCC4)ccc3S(=O)(=O)N([C@H](C)CO)C[C@@H]2C)cc1	-9	1.6	4	-16	-13	-7	69[16.7 µM]	-15
SMILES	INS-1E GSIS act	F508del corr	PglD DTNB	PGC1a acetyl inh	FN deposit inh	Cneo AK release	miR-122 sensor	Statin myotox sup
CC1(C)C2CCC1(C)C(NCC(O)COc1ccc(C#N)cc1)C2 (stereo not drawn)	7	-0.8	3	-3	-3	-2	-3	3
COC(=O)c1cn(CC(=O)N2CCCCC2C)c2ccccc12 (stereo not drawn)	37	.	3	-14	.	0	-1	.
CN1C(=O)c2cc(NC(=O)c3cccs3)ccc2OC[C@@H]2O[C@H](CC(=O)NCC(F)(F)F)CC[C@@H]21	-4	-2.8	2	-2	-3	2	-8[16.7 µM]	-58
Cc1noc(C)c1S(=O)(=O)NC1CCCc2ccccc21 (stereo not drawn)	.	.	-5	-6	2	4	0	.
CCc1ccc(N2CCN(C(=O)c3ccc4c(c3)OCO4)CC2)cc1	-16	-0.5	-1	.	3	-1	.	.
COc1cccc(-n2nc(C(N)=O)c(O)cc2=O)c1	13	0.7	.	4	1	.	-4	-1
CCN(CC(=O)Nc1c(F)cccc1F)C(=O)CCc1nc2cc(S(=O)(=O)N(C)C)ccc2n1CC	30	-0.3	-3	.	-12	1	-2	.
COc1ccc(C(=O)COC(=O)c2cnc(C)cn2)c(OC)c1	10	1.6	-3	4	-2	1	4	23
CC(Nc1ncnc2ccccc12)c1ccccc1 (stereo not drawn)	-63	-0.4	2	.	-9	-2	.	-7
CCn1c(C)nc2cc(C(=O)NNC(=O)c3ccc(C)cc3)ccc21	-15	0.6	1	1	-5	-2	4	-2
C[C@H](CO)N1C[C@H](C)[C@H](CN(C)S(=O)(=O)c2ccc3c(c2)OCCCO3)OCc2cnnn2CCCC1=O	12&4	-1.6&-0.5	0&0	-4&-7	-7&2	0&2	-5	-8&0
C[C@@H]1CN([C@H](C)CO)C(=O)c2cc(-c3cccnc3)cnc2O[C@@H]1CN(C)C(=O)C1CCCCC1	6	-2.2	.	-1	.	.	-1[16.7 µM]	8
Cc1ccccc1C1c2[nH]c3ccccc3c2CCN1CCCn1cccn1 (stereo not drawn)	-16	0.9	-5	8	-1	3	0	.
CN(C)CC(=O)Nc1ccc2c(c1)[C@H]1C[C@@H](CC(=O)NCc3ccc4c(c3)OCO4)O[C@H](CO)[C@H]1O2	1	-4.9	-3	2	-2	.	3[16.7 µM]	-1
COc1cccc(CNc2nc(-c3cccnc3)nc3ccccc23)c1	-4	-0.1	-4	6	8	2	9	4
CCCCC(=O)N(CCOC)c1nnc(-c2cccnc2)s1	.	2.7	-5	.	6	-1	9	-4
O=C1C2C(c3ccccc3)C=CC(c3ccccc3)C2C(=O)N1CCO (stereo not drawn)	.	.	-1	-12	.	-4	0	45
CCOC(=O)c1c(NC(=S)Nc2ccccc2)sc2c1CCN(CC)C2	18	.	-5	-7	.	-3	0	.
CCCOc1c(Br)cc(C2C3=C(CCCC3=O)N(CC)C3=C2C(=O)CCC3)cc1OC	-6	.	.	-8	.	.	?	17
Cc1cccc(-n2ncc3c(N4CCCC4)ncnc32)c1	15	.	5	-8	-6	-26	0	8
C[C@H](CO)N1C[C@H](C)[C@H](CN(C)C(=O)C2CC2)Oc2cc(C#CCN(C)C)ccc2S1(=O)=O	-9	2.1	.	1	10	.	2[16.7 µM]	11
COc1ccc(NC(=O)N[C@@H]2CC[C@H](CCNC(=O)c3ccccc3F)O[C@H]2CO)cc1	7	-1.0	0	-1	-8	-2	.	2
C[C@H](CO)N1C[C@H](C)[C@H](CN(C)CC2CC2)Oc2ccc(NC(=O)Cc3ccccc3)cc2CC1=O	7	-2.8	6	20	.	2	-6[16.7 µM]	-16
O=S(=O)(c1ccccc1)N1CCCCN2[C@H](CO)[C@H](c3ccc(C#Cc4ccccc4)cc3)[C@H]2C1	-16	3.8	-2	-16	.	2	-18[16.7 µM]	.
CCCn1c(-c2ccc(C(=O)OC)cc2)nc2c1c(=O)[nH]c(=O)n2Cc1ccccc1	12	-2.3	5	-5	1	0	-4	-7
SMILES	INS-1E GSIS act	F508del corr	PglD DTNB	PGC1a acetyl inh	FN deposit inh	Cneo AK release	miR-122 sensor	Statin myotox sup
Cc1cccc(C(=O)NCCCN2CCCC2=O)c1	1	.	6	-12	.	-3	-9	-4
CCn1nc(NS(=O)(=O)c2ccccc2[N+](=O)[O-])c2cc3ccc(C)cc3nc21	.	.	0	-13	.	16	3	7
CCc1ccc(-c2cc(C)no2)cc1S(=O)(=O)NCCc1ccc(S(N)(=O)=O)cc1	14	3.2	.	3	-23	.	124*	-4
O=C(Nc1cc(S(=O)(=O)N2CCCCC2)ccc1Oc1ccccc1)C1=COCCO1	-11	-0.5	0	.	4	0	.	10
COc1cccc(NC(=O)c2nc(SC)ncc2Cl)c1	12	4.3	6	.	7	1	3	39
C[C@@H]1CN([C@H](C)CO)C(=O)c2cccc(NC(=O)Nc3ccc(F)cc3)c2O[C@H]1CN(C)Cc1ccc(Cl)c(Cl)c1	-24	0.2	-1	-3	.	-4	44[16.7 µM]	-26
CC(C)CN1CCN(Cc2c[nH]c3ccccc23)CC1CCO (stereo not drawn)	8	2.9	1	22	0	0	2	2
O=S(=O)(N[C@@H]1CC[C@H](CCn2cc(-c3cccnc3)nn2)O[C@H]1CO)c1ccccc1	19	0.9	2	-4	.	-3	.	8
CCN(CC)c1ccc(NC(=O)COC(=O)c2cccs2)cc1	.	.	-5	11	2	3	1	7
N#Cc1c(NC(=O)CN2CCN(S(=O)(=O)c3ccc4c(c3)OCCO4)CC2)sc2c1CCC2	.	.	-2	-6	-7	0	13	6
O=C(C1CCCCN1S(=O)(=O)c1ccccc1)N1CCCCC1 (stereo not drawn)	7	.	-3	-1	-9	1	8	-9
CC(=O)N(C)C[C@H]1[C@H](c2ccc(-c3ccccc3F)cc2)[C@@H](CO)N1C(C)=O	7	-0.2	1	4	.	40	-5[16.7 µM]	-4
COC(=O)CSc1nc2ccc(NC(=O)c3ccccc3C(=O)N3CCOCC3)cc2s1	6	.	-3	-4	10	-3	-3	.
Nc1ccc(N2CCN(c3ccccc3)CC2)c(F)c1	2	-0.8	0	.	-5	-2	7	7
C=CCSC1=C(C#N)C(c2ccccc2)CC(=O)N1 (stereo not drawn)	.	.	0	.	-4	-4	-13	.
C[C@@H]1CCCCO[C@@H](CN(C)S(=O)(=O)c2ccc(F)cc2)[C@H](C)CN([C@@H](C)CO)C(=O)c2cc(NC(=O)Nc3cccc4ccccc34)ccc2O1	3	1.0	-3	-19	-4	0	2[16.7 µM]	84*
NC(=O)CN1C(=O)C(=O)N(Cc2cccc(Cl)c2)C1=O	-13	-2.6	3	7	0	2	5	-3
O=C(NC1CCCC1)C(c1ccc(Cl)cc1)N1CCOCC1 (stereo not drawn)	8	-3.9	3	-10	1	2	-6	-11
Cc1nn(CC(=O)Nc2c(F)cc(F)cc2Br)c(=O)c2cccn12	-3	2.7	-2	4	-7	1	0	1

High-throughput results (PubChem BioAssay)
